Pf growth 48h = Primary qHTS for delayed death inhibitors of the malarial parasite plastid, 48 hour incubation; P. falciparum luciferase growth in erythrocytes, 48 h; Potency, µM (series often up to 28.7 µM), for inactives: top-dose activity change, negative = inhibition, usual class: inhibitors; 5.9% of 310,000 active; AID 504832, 2011; further: potency means the concentration at half of the fitted maximal effect; on the % scale 0 is the no-effect control and ±100 the full control effect
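Luciferase-expressing parasites in RBCs, 2% Hct / 0.1% parasitemia final; RPMI 1640 + 0.5% Albumax; 37 C, 5% CO2, one generation; luminescence read-out, lower signal = inhibition.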
Pf growth 96h = Primary qHTS for delayed death inhibitors of the malarial parasite plastid, 96 hour incubation; Potency, µM (titrated, usually from 28.7 µM), inactives show at the highest dose activity change, negative = inhibition, actives largely listed as inhibitors; 6.9% of 320,000 active; P. falciparum luciferase reporter growth, 96 h; further: potency means the concentration at half of the fitted maximal effect; on the % scale 0 is the no-effect control and ±100 the full control effect
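Parasite growth measured via integrated firefly luciferase reporter in P. falciparum. Infected erythrocytes at 2% hematocrit, 0.05% parasitemia final were treated 96 hours at 37 C under 5% CO2, and luminescence was read.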
Shiga toxin inh = A qHTS for Small Molecule Inhibitors of Shiga Toxin; Vero cells, Shiga toxin protein synthesis inhibition reporter; inhibition, % at 38.7 µM; 9.2% of 290,000 active; in the data active means inhibition mostly above about 28%, no sharp cut-off; inactive means mostly below about 43%; further: 0% is about no effect
Sm TGR block = qHTS Assay for the Inhibitors of Schistosoma Mansoni Peroxiredoxins. purified TGR, DTNB reduction, TNB absorbance 405 nm. Potency, µM (doses to about 114 µM), without a hit: top-dose activity change, negative = inhibition, actives largely listed as inhibitors. 3% of 360,000 active. Schistosoma mansoni thioredoxin glutathione reductase (TGR), Q962Y6; further: potency means the concentration at half of the fitted maximal effect; on the % scale 0 is the no-effect control and ±100 the full control effect; nearly all actives have a fitted effect of over 60% in size
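Kinetic colorimetric format: TGR-catalysed, NADPH-driven DTNB reduction monitored via TNB absorbance. Enzyme dispensed at 20 nM; compound exposure 15 min at room temperature before reaction start.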
Giardia FBPA inh = qHTS Assay for Inhibitors of Fructose-1,6-bisphosphate Aldolase from Giardia Lamblia. Potency, µM (doses to about 59.6 µM), without a hit: at the highest dose activity, negative = inhibition, hits mostly inhibitors. A8B2U2. purified Giardia FBPA. 0.71% of 290,000 active; further: potency means the concentration at half of the fitted maximal effect; on the % scale 0 is the no-effect control and ±100 the full control effect; nearly all actives have a fitted effect of over 55% in size
Target sequence (A8B2U2 whole entry, looked up): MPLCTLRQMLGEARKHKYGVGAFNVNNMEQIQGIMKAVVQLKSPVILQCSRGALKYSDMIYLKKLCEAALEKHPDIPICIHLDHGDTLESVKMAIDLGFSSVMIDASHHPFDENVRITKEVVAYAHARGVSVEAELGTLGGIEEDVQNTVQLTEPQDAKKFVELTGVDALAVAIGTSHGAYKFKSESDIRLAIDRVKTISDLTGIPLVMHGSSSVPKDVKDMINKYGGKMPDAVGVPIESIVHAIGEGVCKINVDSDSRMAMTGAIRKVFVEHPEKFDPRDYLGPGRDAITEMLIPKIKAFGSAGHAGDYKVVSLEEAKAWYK
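40 nM FBPA preincubated 10 min at RT with compound (up to 57.5 uM final), then substrate plus GAPDH/TPI/NAD/arsenate coupling and diaphorase/resazurin added. Fluorescence read after 20 min at RT, 525/598 nm.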
Cycloheximide cs = Cycloheximide Counterscreen for Small Molecule Inhibitors of Shiga Toxin. cell reporter, cycloheximide protein synthesis inhibition counterscreen. max response, %. 12% of 300,000 active; in the data active means max response mostly above about 13%, no sharp cut-off; inactive means mostly below about 14%; further: read at 38.3 µM for the half of the compounds with a filed dose; 0% is about no effect
An asterisk follows results filed as active; ? = inconclusive; · = not tested or not shown; [ ] = dose if it differs, or a comment. Unless noted, the call rests on the fitted dose curve; in most records, active means well fitted curve in the direction sought with a large enough effect; inconclusive means small, poorly fitted or top-dose-only effect, or another doubt; inactive means no such curve, though single readings can be large; an effect the other way counts as inactive or inconclusive.

Start of the data: the first four entries, ahead of the listing:
SMILES	Pf growth 48h	Pf growth 96h	Shiga toxin inh	Sm TGR block	Giardia FBPA inh	Cycloheximide cs
Cc1cc(OCC(=O)Nc2ccc(OCc3ccccc3)cc2)nc(C(C)C)n1	·	11%	-14	-13%	0%	0
Clc1ccccc1-c1nnc2sc(-c3ccccn3)nn12	-15%	?	-4	6%	0%	-3
CCc1ccc2[nH]c(=O)c(Cc3ccccc3)c(O)c2c1	-10%	?	-9	86%[activator]	2%	0
CN(Cc1cnccn1)C(=O)C1CCC(=O)N(CCc2ccc(Cl)cc2)C1 (configuration not stated)	-12%	-1%	2	-9%	5%	1

The whole of this part, repeating the preview:
SMILES	Pf growth 48h	Pf growth 96h	Shiga toxin inh	Sm TGR block	Giardia FBPA inh	Cycloheximide cs
Cc1cc(OCC(=O)Nc2ccc(OCc3ccccc3)cc2)nc(C(C)C)n1	·	11%	-14	-13%	0%	0
Clc1ccccc1-c1nnc2sc(-c3ccccn3)nn12	-15%	?	-4	6%	0%	-3
CCc1ccc2[nH]c(=O)c(Cc3ccccc3)c(O)c2c1	-10%	?	-9	86%[activator]	2%	0
CN(Cc1cnccn1)C(=O)C1CCC(=O)N(CCc2ccc(Cl)cc2)C1 (configuration not stated)	-12%	-1%	2	-9%	5%	1
COc1ccc(-c2cc(C(=O)N3CC4(C)CC3CC(C)(C)C4)no2)cc1 (configuration not stated)	·	?	-11	1%	-2%	-6
CC(=O)Nc1nc2n(n1)C(c1ccc(F)cc1)C=C(c1ccccc1)N2 (configuration not stated)	?	45%[activator]	-14	3.2µM*	-18%	9
CCc1noc(C)c1C(=O)NNC(=O)c1nn(C)c(=O)c2ccccc12	?	-19%	·	2%	·	·
O=C(CSc1nncn1-c1cccnc1)Nc1ccccc1[N+](=O)[O-]	37%[activator]	3%	0	7%	·	5
COc1ccc(OCCOC(=O)CNC(=O)c2ccc(Cl)cc2Cl)cc1	2%	41%[activator]	·	12%	·	·
O=C(CCc1c[nH]c2ccccc12)NCC(=O)Nc1ccc(F)c(F)c1F	-1%	13%	14	-5%	0%	-3

Exported in markdown: 3 of the compounds above.
| SMILES | Pf growth 48h | Pf growth 96h | Shiga toxin inh | Sm TGR block | Giardia FBPA inh | Cycloheximide cs |
| --- | --- | --- | --- | --- | --- | --- |
| Clc1ccccc1-c1nnc2sc(-c3ccccn3)nn12 | -15% | ? | -4 | 6% | 0% | -3 |
| COc1ccc(OCCOC(=O)CNC(=O)c2ccc(Cl)cc2Cl)cc1 | 2% | 41%[activator] | · | 12% | · | · |
| CCc1ccc2[nH]c(=O)c(Cc3ccccc3)c(O)c2c1 | -10% | ? | -9 | 86%[activator] | 2% | 0 |

Additional structures follow:
SMILES	Pf growth 48h	Pf growth 96h	Shiga toxin inh	Sm TGR block	Giardia FBPA inh	Cycloheximide cs
CN(C)S(=O)(=O)c1ccc(-c2ccccc2)cc1	-16%	?	3	-21%	0%	10
CCCCN1CC(=O)N2Cc3[nH]c4ccccc4c3C[C@H]2C1=O	-16%	-17%	5	-8%	0%	6
CSCCC(NC(=O)c1ccccc1)C(=O)N1CC=C(c2ccccc2)CC1 (configuration not stated)	9.3µM*	?	11	-5%	·	11
COc1cccc(/C=C/C(=O)OCC(=O)Nc2cccc(S(=O)(=O)N(C)C)c2)c1	3%	?	6	8%	2%	15*
N/C(CS(=O)(=O)c1ccc(F)cc1)=N\O	?	35%[activator]	-12	-17%	-1%	-3
O=C(NCc1cccnc1)/C(=C/c1ccc(-c2ccc(Cl)cc2)o1)S(=O)(=O)c1ccccc1	6.6µM*	3.3µM*	-21	20µM*	-2%	-1
Nc1nnc(CC(=O)N/N=C\c2ccc(-c3cccc(Cl)c3)o2)s1	-6%	4%	-8	-5%	1%	-1
COCCn1c(C)cc(/C=C(\C#N)C(=O)OCC(=O)Nc2ccc(S(N)(=O)=O)cc2)c1C	-30%	?	·	40µM*	·	·
O=C(CSC(=S)N1CCCC1)N1CCN(S(=O)(=O)c2cccc([N+](=O)[O-])c2)CC1	-19%	-7%	2	-9%	·	4
C=CCOc1ccccc1CN(C(=O)CCl)c1ccc2c(c1)OCO2	?	12µM*	49*	8.9µM*	7%	17*
CCc1nnc(N/N=C\c2ccc(OC(C)=O)c(OC)c2)n1N	1%	-5%	11	3%	16µM*	2
Cc1ccccc1N1CC(C(=O)Nc2ccncc2)CC1=O (configuration not stated)	-12%	13µM*	·	1%	·	·
CC1C/C(=N\NC(=O)c2ccc(NS(=O)(=O)c3ccc(Br)cc3)cc2)CC(C)(C)C1 (configuration not stated)	-14%	?	17*	2%	3%	12
O=C1CN=C(Nc2ccccc2Cl)N1c1ccccc1	10%	?	-8	4%	·	-1
CCCNC(=O)OC[C@H]1O[C@H](CCO/N=C/C[C@@H]2C=C[C@H](OC(C)=O)[C@@H](COC(C)=O)O2)C=C[C@@H]1Oc1ccc(OC)cc1	?	?	19	-30%	-2%	-2
COc1ccc(C(C(=O)NC(C)(C)C)N(CCC(C)C)C(=O)CCC(=O)Nc2cc(C)on2)cc1 (configuration not stated)	?	?	5	-9%	-5%	-3
COc1ccc2[nH]c3c(c2c1)CCN1C(=O)N([C@@H](C)C(=O)NC2CCN(Cc4ccccc4)CC2)C(=O)[C@]31C	?	?	7	-29%	-13%	-4
COc1ccc(-c2c(C)n([O-])c3c([n+]2=O)CCCC3)c(OC)c1	-7%	·	-7	8%	2%	-2
CC(=O)c1c(C)[nH]c(C(=O)OCC(=O)Nc2cc(S(=O)(=O)N3CCCC3)ccc2Cl)c1C	-22%	24%	-6	-7%	0%	1
CC1CCN(CC(=O)Nc2ccc(S(=O)(=O)N3CCCCC3)cc2)CC1	-5%	?	-8	-1%	0%	-1
COc1cccc(-c2cccc(NC(=O)C3CCN(C4CCC4)CC3)c2)c1	37%[activator]	31%[activator]	-11	-19%	-5%	-2
CCOC(=O)N1CCN(C(=O)c2cn(CC)c3ccc(S(=O)(=O)N4CCOCC4)cc3c2=O)CC1	13%	4.7µM*	-10	10%	·	-3
CCOC(=O)c1c(NC(=O)C2C3C=CC(CC3)C2C(=O)O)sc(C)c1C (configuration not stated)	-6%	-7%	15	-1%	20%	-2
Cc1sc(NC(=O)Cn2cnnn2)nc1-c1ccc(Cl)cc1	25%	40%[activator]	-6	3%	0%	-1
O=C1c2ccccc2NC(c2ccc(Cl)cc2Cl)N1Cc1ccccc1 (configuration not stated)	·	?	23	7%	-6%	18
COc1ccc(-c2cc(=O)oc3cc(OCC(=O)Nc4ccc(CCO)cc4)ccc23)cc1	20%	20%	-3	-13%	5%	2
Cc1ccc(S(=O)(=O)Cn2nnnc2C(c2ccccn2)N2CCN(c3ccccc3)CC2)cc1 (configuration not stated)	?	38%[activator]	3	2%	-1%	-3
CC(=O)CSc1nnc(CN2C(=O)CSc3ccc(C(F)(F)F)cc32)n1C	-4%	4%	5	-10%	5%	1
CCOC(=O)Cc1csc(NC(=O)CCN2C(=O)c3ccccc3C2=O)n1	8%	5%	-9	8%	4%	-3
CCOc1ccc(/C=C2\SC(=S)N(CC(=O)N(CCO)C(C)(C)C)C2=O)cc1	0%	13%	10	·	2%	1
CC(C)(C)c1ccc(C(=O)c2c[nH]c(C(=O)NCCc3ccccn3)c2)cc1	10µM*	?	20	-1%	5%	16
O=C(C1CCCN1S(=O)(=O)c1cccc2nsnc12)N1CCCCC1 (configuration not stated)	14%	22%	17	12%	4%	0
CCCCc1ccc(NC(=O)Nc2cc(C)nn2C)cc1	-16%	1%	-2	10%	15%	-3
COC(=O)CN1C(=O)Nc2ccc(Br)cc2C1c1ccccc1 (configuration not stated)	-23%	3.7µM*	-6	-16%	1%	-3
CCOC(=O)c1c(NC(=O)CN2CCN(C(=O)C3CCCO3)CC2)sc(C)c1C (configuration not stated)	?	-6%	-10	-11%	1%	-2
CCN(CC)S(=O)(=O)c1ccc(N/N=C/c2cc(OC)c(OC)cc2OC)nc1	-12%	-7%	16	5%	5%	-5
O=C(CCNC(=O)N1CC(=O)Nc2ccccc21)Nc1ccc(Br)cc1F	-9%	-3%	10	5%	2%	-2
Cc1cc2nc(SCCOC(=O)Nc3ccc(Cl)cc3)nc(C)c2cc1C	-2%	-25%	1	8%	7%	3
Cc1nc2c(C(=O)NCc3ccco3)cnn2c(C)c1Cc1ccc(F)cc1Cl	?	8%	-16	0%	14%	-3
C[C@H](NC(=O)c1[nH]cnc1C(=O)Nc1ccccc1)C(=O)OC(C)(C)C	?	?	0	8%	-29%	7
Cc1nc(N2CCOCC2)nc(N2CCCC2)c1[N+](=O)[O-]	3%	-6%	-5	-15%	12%	-5
Cc1ccccc1NC(=O)N1CCC(NC(=O)C2CCCCC2)CC1	-4%	-3%	0	15%	9%	1
Cc1ccc(-c2nn3c(-c4ccco4)nnc3c3ccccc23)cc1S(=O)(=O)NCC1CCCO1 (configuration not stated)	?	-24%	9	?	4%	-3
Cc1ccccc1C(=O)NNC(=O)CN1C(=O)c2ccccc2C1=O	0%	?	7	-5%	2%	0
CC(C)(C)c1ccc(C(=O)OCC(=O)Nc2sc3c(c2C#N)CCC3)cc1	7%	?	-20	-14%	5%	0
O=C(COc1ccc(Cl)cc1Cl)Nc1ccccn1	-82%	·	-23	3%	-8%	-11
COc1nc(OC)nc(N(C)CCO)n1	-2%	45%[activator]	-6	-4%	-2%	-2
Cc1nc2ccc(NC(=O)C3CCN(S(=O)(=O)c4cccs4)CC3)cc2s1	?	9.3µM*	18	0%	-7%	2
CCOc1ccc2c(c1)C(N(CCN1CCOCC1)C(=O)Nc1ccccc1)CC(C)(C)O2 (configuration not stated)	-19%	-2%	15	-6%	1%	-5
CN(C)CC1CCCCC1OC(=O)c1ccc(S(=O)(=O)N(C)c2ccccc2)cc1 (configuration not stated)	7%	0%	-8	-3%	-12%	0

Next structures.
SMILES	Pf growth 48h	Pf growth 96h	Shiga toxin inh	Sm TGR block	Giardia FBPA inh	Cycloheximide cs
COCCNC(=O)CN(Cc1ccccc1)C(=O)CCC(=O)Nc1nccs1	7%	10%	-3	4%	2%	-7
O=S(=O)(NC1CN2CCC1CC2)c1ccc(Cl)cc1 (configuration not stated)	13%	2%	-14	-12%	-13%	-9
CCOc1ccc(C(=O)NCC(=O)NC(C)c2ccc(-n3ccnc3)cc2)cc1OCC (configuration not stated)	?	?	-6	-11%	·	-2
NC(=O)c1sc2nc3c(c(-c4cccnc4)c2c1N)CCC3	16%	?	11	0%	0%	5
Cc1cc(C)c(S(=O)(=O)c2ccccc2Cl)c(=O)[nH]1	·	?	17	1%	5%	5
COc1ccc(CCNC(=O)c2cnc(Cl)c(Cl)c2)cc1	·	5%	-2	-7%	7%	7
C=CCn1c(C)cc(C(=O)CN2C(=O)NC3(CCCc4ccccc43)C2=O)c1C (configuration not stated)	·	?	17	-23%	-3%	11
COCCNC(=O)c1cccc(NC(=O)C2=C(C)OCCS2)c1	20%	?	20	0%	10%	3
Cc1cc(/C=N/NC(N)=S)c(C)n1-c1ccc(Br)cc1	?	20%	-8	-23%	-12%	8
COc1cc(OC)c(NC(=O)CC(C)=O)cc1Cl	4%	-1%	6	-7%	-20%	-4
COCCN(C(=S)Nc1ccccc1OC)C(C)c1cccs1 (configuration not stated)	6%	-24%	-9	5%	-10%	-3
C/C(=N\O)C(=O)NCCCn1ccnc1	18%	-11%	-12	-3%	-4%	-8
Cc1ccc(-n2nc3c(c2NC(=O)C(C)C)CS(=O)(=O)C3)c(C)c1	0.015µM*	?	-7	6%	19%	8
O=C(NCc1ccc2c(c1)OCO2)c1ccc(CN2CCOCC2)cc1	57%[activator]	·	-6	5%	2%	-1
CCOc1ccccc1-n1c(SCC(=O)Nc2ccccc2C(=O)O)nc2ccccc2c1=O	?	72%[activator]	35*	15%	10%	36*

Source: PubChem
